CFTR F508del cor = CFTR F508del correction in bronchial cells; CFBE cells, YFP halide quenching; stimulated with forskolin plus potentiator P3; % fluorescence drop versus neutral controls; activity (quench increase), % at 7.58 µM; 350,000 compounds, 0.36% hits; AID 720511;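 active = mean added fluorescence quench of at least 8% versus neutral control, with both replicates also reaching 8%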;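 also: cells transiently co-express mutant CFTR-F508del with the halide-sensitive YFP; corrector assay measuring rescue of mutant channel to the surface after 24 h compound exposure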
PGC1a acetyl inh = modulators of PGC1a acetylation; 350,000 compounds, 0.17% hits; inhibition, % at 15.6 µM; U2OS PGC1a acetylation, AlphaScreen anti-acetyl-lysine; with virally co-expressed GCN5 acetyltransferase;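 active = every replicate shows inhibition of at least 40%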;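 also: 0% = neutral control wells and 100% = positive control wells; some results beyond the cut were filed as inactive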
Statin myotox sup = suppression of simvastatin myotoxicity; 330,000 compounds, 0.78% hits; C2C12 myotubes + simvastatin, ATP luminescence, 48 h; scaled: DMSO 0, geranylgeraniol control 100; rescue of ATP level, % at 7.49 µM; AID 602340;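 active = mean ATP rescue above about 67%, or every replicate alone reaching that limit, limit read from the data, passing the limit was not always enough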;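 also: myotubes were challenged with 10 µM simvastatin during compound exposure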
INS-1E GSIS act = primary screen for activators of insulin secretion dependent on glucose, INS-1E cells, GLuc reporter luminescence; activation, % at 16.6 µM; 370,000 compounds, 0.61% hits; AID 743287; INS-1E GLuc reporter insulin secretion, 2-3 h;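 active = lowest replicate activation of at least 40%, so every replicate reaches that level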;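 also: 0% = median of neutral control wells and 100% = median of IBMX positive control wells; some compounds called inactive have numbers as strong as hits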
miR-122 sensor = inhibitors of miR-122 in Huh7 cells. Huh7 miR-122 Renilla luciferase sensor, 48 h; neutral wells = 0, positive control = 100. 340,000 compounds, 0.3% hits. AID 602342. activation (reporter increase), % at 12.5 µM;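 active = mean replicate activation score at least 90 and every replicate individually at or above 90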;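 also: higher luciferase means less miR-122 activity so hits act as miR-122 inhibitors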
FN deposition inh = fibronectin deposition inhibition; 350,000 compounds, 0.086% hits; inhibition, % at 12.6 µM; AH1F fibroblasts, Alexa488-fibronectin deposition fluorescence, overnight;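 active = mean inhibition across replicates of 30% or more, regardless of how many single replicates reach that level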;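 also: positive control wells lacked labelled fibronectin entirely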
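Material: AH1F fibroblast monolayer depositing Alexa488-labelled fibronectin into matrix | Input: 10000 AH1F cells/well | Medium: DMEM plus 2% serum, read in PBS | Reagent: Alexa488-fibronectin, 24 nM final in well | Compound dosing: One dose per compound, pinned | Schedule: 1 h adhesion, overnight exposure | Measured by: Fluorescence at 485 nm excitation, 525 nm emission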
Cneo AK release = causes C. neoformans cell lysis | 360,000 compounds, 0.2% hits | lysis activity, % at 15 µM | adenylate kinase release luminescence, 4 h; normalised: neutral wells 0, clomiphene wells 100;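 active = mean lysis activity across replicates of at least 80%, whatever share of replicates individually reach that level; inactive = mean lysis activity below 80%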
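Material: C. neoformans cells | Amount: Yeast cell density of 5 × 10^6 cells/mL | Medium: Fresh YPD growth medium | Dosing: Single dose | Times: Static 4 h at 37 °C with compound, 1 h detection | Detection: AK luminescence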
PglD inh = blocks C. jejuni PglD acetyltransferase activity. AID 602405. 360,000 compounds, 0.098% hits. inhibition, % at 12.5 µM. purified PglD enzyme, DTNB colorimetric CoA detection; in the data active = inhibition above about 16%, passing the limit was not always enough; also: strong numbers were not always called active
* = called active by the depositor; nt = no result given; & = joins results of further samples; [ ] = remark or other dose.

SMILES	CFTR F508del cor	PGC1a acetyl inh	Statin myotox sup	INS-1E GSIS act	miR-122 sensor	FN deposition inh	Cneo AK release	PglD inh
CCOC(=O)NN1C(=O)c2ccccc2NC1c1ccccn1 (stereo not drawn)	-3.9	nt	13.1	10.6	-1.7	-0.3	0.4	-2.5
Cc1noc(C)c1S(=O)(=O)Nc1ccc2c(c1)C(=O)N([C@H](C)CO)C[C@H](C)[C@@H](CN(C)C(=O)Nc1ccc(F)cc1)OCCCC[C@@H](C)O2	-0.8	2.6	nt	-4.1	-0.5[16.7 µM]	-8.4	-1.4	-2.5
Cc1noc(C)c1NC(=O)N(C)C[C@H]1Oc2ccc(N(C)C)cc2CC(=O)N([C@H](C)CO)C[C@@H]1C	2.2	-6.5	-56.1	4.2	-0.9[16.7 µM]	4.7	-0.5	-17.6
CCC(=O)N1CCN(c2ccccc2NC(=O)Cc2ccc(Cl)cc2)CC1	nt	6.1	-13.5	nt	3.8	nt	0.0	-3.8
COc1cc(OC)cc(-c2cc3ccc(OC)cc3cn2)c1	10.2*	-10.6	-135.2	-4.9	25.4	5.8	-11.6	7.5
COc1ccccc1-n1c(SCC(=O)Nc2cc(C)on2)nc2c(c1=O)SCC2	0.1	nt	2.1	-5.4	2.2	-4.3	0.5	6.4
CCS(=O)(=O)N1Cc2cc(C(=O)N(C)C)nc(-c3cccc(-c4ccc(C#N)cc4)c3)c2[C@@H]1CCO	0.8	4.6	nt	-0.3	nt	6.2	nt	nt
Cc1ccc(CCNC(=O)C2CCCN(S(C)(=O)=O)C2)cc1 (stereo not drawn)	0.8	7.1	2.3	20.2	-7.3	3.1	-2.8	-8.4
COc1ccc(S(=O)(=O)Nc2ccc3c(c2)C(=O)N([C@@H](C)CO)C[C@H](C)[C@@H](CN(C)S(=O)(=O)c2ccc(F)cc2)OCCCC[C@@H](C)O3)cc1	1.9	-4.5	57.9	-17.9	15.2[16.7 µM]	nt	-3.3	-3.0
O=C(CN1C(=O)c2ccccc2S1(=O)=O)Nc1ccc(S(=O)(=O)N2CCCCC2)cc1	nt	5.9	5.8	nt	-2.9	nt	-0.2	-1.3
Cc1cc(N2C(=O)C(=O)/C(=C(/O)c3ccc(Cl)cc3)C2c2cccc(Br)c2)no1 (stereo not drawn)	nt	-2.1	8.6	nt	-4.9	0.2	3.3	2.2
C[C@@H]1CN([C@@H](C)CO)C(=O)Cc2cc(NC(=O)Nc3ccc(F)cc3)ccc2O[C@@H]1CN(C)Cc1ccccc1	0.3	7.9	-13.5	-16.4	-16.3[16.7 µM]	nt	-4.0	1.6
CCCCN1C(=O)C(CC(=O)NC(c2ccccc2)c2ccccc2)CC(C(=O)N(C(C)C)C(C)C)=C1C (stereo not drawn)	-1.6	11.1	0.2	1.0	-7.7	-8.1	6.0	1.1
NC(=O)Cn1nnc(-c2ccccc2NC(=O)c2cnccn2)n1	nt	2.3	nt	nt	-5.4	nt	-0.2	-0.3
O=C(Nc1ccc(F)cc1)Nc1cnccn1	1.7	nt	0.5	-3.5	nt	4.4	5.0	-1.6
Cc1cccc(NS(=O)(=O)c2ccc(C)c(C(=O)N3CCN(C(=O)c4ccco4)CC3)c2)c1	0.6	nt	-4.7	0.2	nt	-1.7	1.0	-6.5
O=C(NC1CCN(S(=O)(=O)c2ccc(Cl)c(F)c2)CC1)c1cccnc1	0.6	nt	-2.0	-0.6	-2.1	5.6	5.2	-1.0
O=C(C[C@H]1CC[C@H]2[C@@H](COC[C@@H](O)CN2S(=O)(=O)c2cccc(F)c2)O1)NCc1ccncn1	0.5	11.9	0.4	16.8	-1.2[16.7 µM]	0.0	-0.5	1.4
Brc1ccc(CN2CCSCC2)cc1	5.0	3.3	25.7	3.0	-8.5	nt	0.2	5.4
CCCCSc1nc2c(cnn2-c2ccc(F)cc2)c(=O)[nH]1	3.2	-5.5	nt	1.4	0.1	15.4	0.3	4.2
FC(F)Oc1ccc(NC(=S)NC2CCCCCCC2)cc1	0.3	nt	-54.3	-6.1	51.6	-4.3	10.9	-2.5
CC(C)(C)NC(=O)NC(=O)CN1C(=O)NC(C)(c2ccccc2)C1=O (stereo not drawn)	-1.4	1.3	-0.6	-10.8	2.9	-5.2	1.6	-2.2
CC1CCCN(CCC(=O)Nc2ccc(F)c(F)c2)C1 (stereo not drawn)	0.4	-4.2	7.0	nt	-3.5	-8.4	5.8	-4.3
CO[C@H]1CN(C)C(=O)c2cc(NC(=O)Cc3ccccc3)ccc2OC[C@H](C)NC[C@H]1C	-4.1	7.1	1.2	-0.9	nt	-4.6	-2.6	-0.8
O=C(O)c1ccc2nc3c(nc2c1)-c1ccccc1C3=O	nt	-1.4	-9.4	27.9	-6.1	nt	-0.8	-8.2
COc1ccc(C)cc1NC(=O)C1CCCN1C(=O)OCc1ccccc1 (stereo not drawn)	nt	-18.3	131.9*	15.5	-0.6	nt	-1.9	2.1
CCCN1C[C@H](C)[C@H](OC)CN(C)C(=O)c2ccc(NC(=O)c3ccccc3)cc2OC[C@H]1C	-2.9	5.7	7.2	-1.4	3.5[16.7 µM]	0.3	-6.1	2.0
CC(C)(C)CC(C)(C)Nc1c(-c2ccc(O)cc2)nc2cnccn12	nt	-0.2	45.0	-13.6	-6.2	5.9	-1.5	2.0
CC(C)(C)c1ccc(C(CC(=O)O)NC(=O)Cc2ccccc2)cc1 (stereo not drawn)	-1.8	-1.1	4.3	27.2	4.5	3.1	0.7	2.1
CCOC(=O)C(C)N1N=C(/C=C/c2ccc(OC)cc2)CCC1=O (stereo not drawn)	nt	11.1	13.1	nt	-3.7	nt	-2.6	-0.9
COc1cccc(OC)c1C(=O)OCC(=O)Nc1ccc(OC(F)(F)F)cc1	nt	10.4	-5.4	nt	16.3	-16.4	1.3	1.4
COC(=O)C1(C)NC(c2cccs2)C2C(=O)N(c3ccc(F)cc3)C(=O)C21 (stereo not drawn)	nt	-0.4	-4.7	nt	-0.2	7.3	nt	nt
Cc1ccc(C)c(S(=O)(=O)NCC(=O)N2CCCC2)c1	4.2	4.6	-0.2	6.4	12.1	1.2	-0.6	-1.1
O=C(CN1CCN(Cc2ccccc2)CC1)Nc1ccc(N2CCOCC2)cc1	-3.2	-5.3	0.0	1.2	2.7	-3.2	nt	nt
O=C(CN1C(=O)CCC1=O)Nc1cccc2c1C(=O)NC2=O	3.9	nt	2.4	40.8*	8.6	3.0	nt	nt
CCN1C(=O)c2ccccc2S(=O)(=O)c2ccc(C(=O)NCCOC)cc21	-9.2	nt	1.8	2.8	nt	0.1	-0.2	-6.8
Cc1cc(O)c(-c2cc(C(=O)NCc3ccc4c(c3)OCO4)[nH]n2)cc1C	nt	nt	-2.7	16.7	1.4	-12.3	1.7	-1.6
Cc1ccc(OC(C)C(=O)Nc2ccc(F)cc2)c([N+](=O)[O-])n1 (stereo not drawn)	1.6	4.3	8.8	9.1	-4.8	-9.9	0.8	-3.7
COc1ccc(/C=N/NC(=O)c2ccc(N3CCCC3=O)cc2)cc1	-0.7	3.9	0.7	22.8	0.8	-2.6	-1.7	-0.8
NC(=O)c1ccsc1NC(=O)c1cc(=O)c2ccccc2o1	-3.3	7.3	-5.2	nt	-2.5	-10.0	0.0	1.1
C=CCC1(CC=C)CCCN1C(=O)c1cc(COc2cccc(OC)c2)on1	-0.1	1.0	-25.4	-17.4	-4.0	10.4	-2.2	3.9
C[C@H]1CN([C@@H](C)CO)C(=O)c2cccc(NS(=O)(=O)c3cccs3)c2O[C@@H]1CN(C)S(=O)(=O)c1ccc(F)cc1	-1.2	-0.1	2.1	4.2	4.2[16.7 µM]	nt	-4.6	-0.4
O=C(c1ncc[nH]1)c1ccco1	nt	13.3	5.9	nt	-3.7	-4.9	-4.7	-9.2
Cc1cc(C(=O)NNC(=O)Nc2ccccc2)no1	3.4	nt	11.9	nt	2.4	-8.3	-2.4	8.9
C[C@@H]1CCCCO[C@@H](CN(C)C(=O)NC2CCCCC2)[C@H](C)CN([C@H](C)CO)C(=O)c2cc(NC(=O)Nc3ccc4c(c3)OCO4)ccc2O1	1.3	8.9	nt	-15.9	-11.2[16.7 µM]	0.3	-6.4	4.5
COCC(=O)N1[C@H](C#N)[C@H](c2ccccc2C2=CCCCC2)[C@H]1CO	3.3	3.2	nt	2.6	nt	-12.1	nt	nt
C[C@H]1CN([C@@H](C)CO)C(=O)c2cccc(NC(=O)Nc3ccc(C(F)(F)F)cc3)c2O[C@@H]1CN(C)S(=O)(=O)c1cccs1	1.1	0.1	9.8	-25.4	1.4[16.7 µM]	nt	-11.9	-0.5
COc1ccc(NS(=O)(=O)c2cn(C)cn2)c(OC)c1	-0.4	nt	1.0	29.5	nt	-2.8	-2.6	0.3

Whole records, looked up by structure:
C=CCC1(CC=C)CCCN1C(=O)c1cc(COc2cccc(OC)c2)on1 in the list: CFTR F508del cor: -0.1; PGC1a acetyl inh: 1.0; Statin myotox sup: -25.4; INS-1E GSIS act: -17.4; miR-122 sensor: -4.0; FN deposition inh: 10.4; Cneo AK release: -2.2; PglD inh: 3.9
COc1ccccc1-n1c(SCC(=O)Nc2cc(C)on2)nc2c(c1=O)SCC2 in the list: CFTR F508del cor: 0.1; PGC1a acetyl inh: nt; Statin myotox sup: 2.1; INS-1E GSIS act: -5.4; miR-122 sensor: 2.2; FN deposition inh: -4.3; Cneo AK release: 0.5; PglD inh: 6.4
CCCCSc1nc2c(cnn2-c2ccc(F)cc2)c(=O)[nH]1 in the list: CFTR F508del cor: 3.2; PGC1a acetyl inh: -5.5; Statin myotox sup: nt; INS-1E GSIS act: 1.4; miR-122 sensor: 0.1; FN deposition inh: 15.4; Cneo AK release: 0.3; PglD inh: 4.2

(further entries)
SMILES	CFTR F508del cor	PGC1a acetyl inh	Statin myotox sup	INS-1E GSIS act	miR-122 sensor	FN deposition inh	Cneo AK release	PglD inh
NC(N)=NC(=O)c1nc(Cl)c(N)nc1N	0.4&1.0&1.7	-4.9&-1.8	-11.1&-0.4&-11.2	11.8	3.3&-4.9	-5.0&0.0&3.4&7.3	-2.7&-1.6&0.3	-6.9&-3.5&1.4
CC(NC(=O)COC(=O)COc1ccc(C(=O)c2ccccc2)cc1)c1ccccc1 (stereo not drawn)	3.3	-0.5	-1.5	16.0	nt	6.4	-4.2	2.9
CN(Cc1ccccc1)C(=O)c1[nH]cnc1C(=O)NCc1ccc(CNC(=O)OC(C)(C)C)cc1	-1.8	nt	16.4	-30.8	-3.3	4.5	-2.7	2.3
CCCNC(=O)C[C@H]1CC[C@@H]2[C@H](COc3ccc(NC(=O)NC(C)C)cc3C(=O)N2C)O1	-1.7	2.0	2.9	15.0	-15.6[16.7 µM]	nt	-1.3	4.2
O=C1OCc2cc(-n3cccc3)ccc21	2.9	-0.3	-6.8	-6.7	-9.4	5.6	-1.0	3.4

Assay outcomes: PubChem BioAssay, Broad Institute
